FLuc modulator: qHTS profiling assay for firefly luciferase inhibitor/activator using purifed enzyme and Km concentrations of substrates (counterscreen for miR-21 project); purified FLuc, Km substrates, luminescence inhibition; Potency, µM (top dose mostly 57.5 µM), without a hit: at the highest dose activity change, negative = inhibition, usual class: inhibitors; actives 6.9% (n = 360,000); AID 588342, 2011;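 note: plate controls were vehicle for no effect and reference inhibitor for full effect; nearly all actives have a fitted effect of over 55% in size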
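Purified P. pyralis luciferase (10nM final) with 10uM D-luciferin and 10uM ATP (Km levels) in 50mM Tris acetate pH 7.5, 10mM Mg acetate, 0.01% Tween-20, 0.05% BSA; qHTS 6-point titration, ~60 µM downward; luminescence read.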
BRCA1 expr up: qHTS Assay to Identify Small Molecule Activators of BRCA1 Expression | MCF7-BRCA1-FFLuc reporter, luminescence, 48 h; response scale: scaled: vehicle 0%, 10 µM genistein 100% | AID 624202, 2012 | actives 1.1% (n = 380,000) | Potency, µM (titrated, usually from 46.1 µM), for the others: at the highest dose activation, most hits filed as activators; note: nearly all actives have a fitted effect of over 80% in size; some results filed as inactive show a strong effect at the top dose
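Compounds are tested at multiple concentrations on MCF7 BRCA1-luciferase reporter cells seeded at 2000 per well; after 48 h, a single luminescence end-point is taken and curves fitted to the normalized data.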
VP16 counter: VP16 counterscreen qHTS for inhibitors of ROR gamma transcriptional activity. actives 3.5% (n = 310,000). AID 2546, 2010. Drosophila S2 Gal4-VP16 UAS-luciferase, luminescence, 20 h. Potency, µM (doses to about 53.6 µM), inactives show at the highest dose activity, negative = inhibition, hits mostly inhibitors;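 note: Gal4-VP16 expression switched on by copper sulfate through the metallothionein promoter; % is set by controls: 0 for no effect and ±100 for the full control effect; nearly all actives have a fitted effect of over 50% in size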
p53 reactivator: qHTS assay for re-activators of p53 using a Luc reporter; H1299 p53-A138V BP100-luciferase reporter, luminescence, 24 h; Potency, µM (doses to about 92.2 µM), for the others: top-dose activity change, positive = activation, most hits filed as activators; actives 0.063% (n = 320,000); AID 504706, 2011; note: % of control where 0% means no effect; nearly all actives have a fitted effect of over 45% in size
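p53-null H1299 cells stably carrying temperature-sensitive p53-A138V and a BP100-luciferase reporter were pinned with compounds (4-point, 1:5 series) and held 24 hrs at 37 deg C. Luminescence was read 10 min after detection reagent.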
Rab9 promoter act: qHTS Assay for Rab9 Promoter Activators; AID 485297, 2010; Potency, µM (top dose mostly 9.22 µM), without a hit: top-dose activation, negative = inhibition, usual class: activators; actives 2.8% (n = 320,000); Huh7 Rab9 promoter-luciferase reporter, luminescence, 24 h; note: % of control where 0% means no effect; nearly all actives have a fitted effect of over 60% in size
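Huh7 cells stably carrying a Rab9 promoter-luciferase reporter, 1500 cells per well in OP-MEM I with 10% FBS, treated with compound 24 hours at 37C. Luciferase activity read by luminescence after 10 minutes with Amplite reagent.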
ELG1 genotoxic: qHTS screen for small molecules that induce genotoxicity in human embryonic kidney (HEK293T) cells expressing luciferase-tagged ELG1; Potency, µM (top dose mostly 46 µM), inactives show at the top dose activity change, positive = activation, usual class: activators; actives 1.3% (n = 330,000); HEK293T ELG1-luciferase reporter, luminescence, 16 h; note: % of control where 0% means no effect; nearly all actives have a fitted effect of over 60% in size
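Luminescence read-out: rising ELG1-luciferase signal, reflecting elevated ELG1 protein under genetic stress, flags genotoxic compounds. Cells were treated for 16 hr at 37 °C before ONE-Glo detection.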
MBNL1-CUG inh: qHTS Assay for Inhibitors of MBNL1-poly(CUG) RNA binding | TR-FRET MBNL1-His/biotin-(CUG)12 binding, 665/545 ratio | Muscleblind-like protein 1 (Homo sapiens), Q9NR56 | Potency, µM (top dose mostly 57.5 µM), without a hit: at the highest dose activity change, negative = inhibition, most hits filed as inhibitors | AID 2675, 2010 | actives 0.036% (n = 280,000); active = well fitted inhibition curve with a large enough effect in the signal ratio, with a control signal flat, not every such curve was filed as active; inconclusive = small, poorly fitted or top-dose-only effect, or effect the other way, or a change in a side signal; inactive = no such curve, though single readings can be large or run the other way; the % refers to the signal ratio; note: % is set by controls: 0 for no effect and ±100 for the full control effect
Target sequence (Q9NR56 whole entry, looked up): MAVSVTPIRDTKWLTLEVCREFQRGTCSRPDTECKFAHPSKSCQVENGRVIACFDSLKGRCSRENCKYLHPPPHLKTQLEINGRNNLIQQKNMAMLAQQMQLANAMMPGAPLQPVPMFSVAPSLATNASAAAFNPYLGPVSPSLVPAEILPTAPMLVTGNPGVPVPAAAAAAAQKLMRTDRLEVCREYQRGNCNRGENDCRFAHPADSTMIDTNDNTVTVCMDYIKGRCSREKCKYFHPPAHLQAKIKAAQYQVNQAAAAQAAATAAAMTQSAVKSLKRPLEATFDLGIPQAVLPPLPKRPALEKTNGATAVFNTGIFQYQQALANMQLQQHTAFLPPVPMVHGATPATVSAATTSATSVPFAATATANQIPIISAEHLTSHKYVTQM
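Inhibition of protein-RNA binding appears as loss of TR-FRET between terbium anti-His antibody on MBNL1-His and streptavidin-XL665 on biotin-(CUG)12. Activity is normalized to buffer-only and uninhibited-complex controls.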
NPC1 prom act: qHTS Assay for NPC1 Promoter Activators; Huh7 NPC1 promoter luciferase reporter, 24 h; Potency, µM (series often up to 9.22 µM), inactives show at the highest dose activation, hits mostly activators; actives 2.4% (n = 320,000); AID 485313, 2010;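 note: % of control where 0% means no effect; nearly all actives have a fitted effect of over 60% in size; reporter is driven by a mutant NPC1 promoter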
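Luminescence read-out of NPC1 promoter-driven luciferase in stably transfected Huh7 cells; compounds delivered in DMSO and left 24 h at 37C, 5% CO2, qHTS titration format.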
uPA generation: qHTS for Inhibitors of Cell Surface uPA Generation | cell surface uPA generation assay, qHTS | Potency, µM (series often up to 38.3 µM), inactives show top-dose activity change, negative = inhibition, usual class: inhibitors | actives 0.31% (n = 330,000); active = well fitted inhibition curve with a large enough effect; inconclusive = small, poorly fitted or top-dose-only effect; inactive = no such curve, though single readings can be large or run the other way; tested in mouse RAW 264.7 cells; note: % is set by controls: 0 for no effect and ±100 for the full control effect; nearly all actives have a fitted effect of over 55% in size
RORg inh: qHTS for inhibitors of ROR gamma transcriptional activity | actives 5.4% (n = 310,000) | Drosophila S2 Gal4-RORgamma UAS-luciferase reporter, 20 h | AID 2551, 2010 | Potency, µM (titrated, usually from 53.6 µM), inactives show top-dose activity change, negative = inhibition, hits mostly inhibitors; note: % is set by controls: 0 for no effect and ±100 for the full control effect; nearly all actives have a fitted effect of over 60% in size
Target sequence (P51450 whole entry, looked up, the tested form may be a part): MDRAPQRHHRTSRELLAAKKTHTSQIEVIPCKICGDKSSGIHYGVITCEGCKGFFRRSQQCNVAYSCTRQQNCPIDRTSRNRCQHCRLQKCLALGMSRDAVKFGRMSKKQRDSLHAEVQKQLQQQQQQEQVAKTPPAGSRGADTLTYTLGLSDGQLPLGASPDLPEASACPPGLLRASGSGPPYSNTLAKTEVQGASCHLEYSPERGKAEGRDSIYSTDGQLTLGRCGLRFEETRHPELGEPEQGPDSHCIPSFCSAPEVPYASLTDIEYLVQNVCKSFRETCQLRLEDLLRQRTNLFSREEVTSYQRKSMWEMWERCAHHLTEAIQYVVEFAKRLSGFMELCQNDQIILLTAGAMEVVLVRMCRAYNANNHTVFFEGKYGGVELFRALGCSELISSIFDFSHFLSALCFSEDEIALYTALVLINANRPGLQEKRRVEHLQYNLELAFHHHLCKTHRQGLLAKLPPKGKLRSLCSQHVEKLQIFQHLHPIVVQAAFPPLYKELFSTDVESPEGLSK
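Compounds are pin-transferred onto Drosophila Schneider cells expressing a copper-inducible Gal4–ROR gamma transactivation domain fusion. After 1 hr, copper sulfate is added to 700 uM final; luciferase is read 20 hr later.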
* hit, by the source's call; ? = inconclusive; / = no result given; & = joins results of further samples; [ ] = dose if it differs, or a comment. Unless noted, calls come from the whole dose curve; as a rule, active = well fitted curve in the direction sought with a large enough effect; inconclusive = small, poorly fitted or top-dose-only effect, or another doubt; inactive = no such curve, though single readings can be large; an effect the other way counts as inactive or inconclusive. Potency is the fitted concentration of half-maximal effect.

1: COc1ccc(Nc2nc(NCc3ccco3)nc(N/N=C/c3ccccc3)n2)cc1
2: O=C(O)CSc1c2c(nc3cc(C(=O)Nc4ccc(F)c(Cl)c4)ccc13)CCCC2
3: O=C(O)CSCC(=O)Nc1ccc(C2CCCCC2)cc1
4: COc1ccc(CC(=O)OCC(=O)NC2CC2)cc1
5: CNC(=O)c1c(C)noc1C
6: COC(=O)c1ccccc1NC(=O)Nc1ccc2c(c1)OCO2

entry no. | 1 | 2 | 3 | 4 | 5 | 6
FLuc modulator | ? | -5% | 12µM* | 7% | -3% | ?
BRCA1 expr up | -24% | -39% | -77% | 2% | -12% | 66%
VP16 counter | -18% | -4% | 3.2µM* | / | 11% | 4%
p53 reactivator | -2% | -1% | / | 7% | -4% | 13%
Rab9 promoter act | -2% | 0% | / | -2% | 2% | 26%
ELG1 genotoxic | -7% | 0% | / | 0% | -2% | ?
MBNL1-CUG inh | -7% | 15% | 5% | / | / | -2%
NPC1 prom act | 4% | 2% | / | -4% | -9% | 21%
uPA generation | -4% | 5% | -2% | 7% | 2% | -4%
RORg inh | 10% | 18% | 2.2µM* | / | 4% | 34%

7: O=C(COC(=O)c1ccccn1)c1ccc([N+](=O)[O-])cc1
8: O=C1NC2(CCCCCC2)C(=O)N1Cc1ccc(F)cc1Cl
9: COC(=O)C1=C(CN2CCCc3ccccc32)NC(=O)NC1c1ccc(F)cc1 (stereo not given)
10: CCOC(=O)C1CCN(C(=O)CN2C(=O)c3ccccc3Sc3ncccc32)CC1
11: COc1ccc2c(CSc3nnc(-c4cccnc4)n3-c3ccccc3F)cc(=O)oc2c1
12: NS(=O)(=O)c1ccc(NS(=O)(=O)c2cccs2)cc1

entry no. | 7 | 8 | 9 | 10 | 11 | 12
FLuc modulator | ? | -1% | ? | -1% | 3% | 2%
BRCA1 expr up | -15% | 26% | -90% | 6% | 3% | 11%
VP16 counter | ? | -15% | ? | 1% | 3% | -15%
p53 reactivator | ? | 3% | -21% | -4% | -6% | -2%
Rab9 promoter act | 3% | 0% | -10% | 2% | 1% | 0%
ELG1 genotoxic | -1% | 0% | 1% | 1% | -2% | 1%
MBNL1-CUG inh | ? | -3% | 7% | -15% | 1% | -2%
NPC1 prom act | -10% | -6% | -18% | -6% | -6% | -3%
uPA generation | 8% | 1% | -15% | -17% | 3% | -3%
RORg inh | ? | -11% | 1.4µM* | 11% | 11% | -1%

13: Cn1c(CNC(=O)c2ccc(Cl)cc2)nnc1SCC(=O)Nc1sc2c(c1C#N)CCCC2
14: COc1ccc(-c2csc(N(CCc3ccc(OC)c(OC)c3)C(=O)COc3ccccc3)n2)cc1
15: O=C(Nc1ccccc1C(=O)O)c1ccc(NC(=O)C2CCCO2)cc1 (stereo not given)
16: Cc1ccc(S(=O)(=O)N(Cc2ccccc2)c2ccccc2C(=O)NCc2cccnc2)cc1
17: CCOc1ccc(N(CC(=O)Nc2cc(C)cc(C)c2)S(C)(=O)=O)cc1
18: COc1ccc(NC(=S)NC23CC4CC(CC(C4)C2)C3)cc1OC

entry no. | 13 | 14 | 15 | 16 | 17 | 18
FLuc modulator | 3% | 0% | 6.7µM* | 1% | ? | -3%
BRCA1 expr up | 1% | -37% | 0% | -17% | 13µM* | -24%
VP16 counter | 7% | -1%[0.365 µM] | -21% | -16% | 5% | 3.5µM*
p53 reactivator | 0% | -1% | -4% | -11% | ? | 25%
Rab9 promoter act | 6% | -8% | -2% | -5% | 13% | -1%
ELG1 genotoxic | 1% | -7% | 3% | 0% | 6% | ?
MBNL1-CUG inh | -10% | 37%[activator] | -7% | / | -8% | 5%
NPC1 prom act | 3% | -5% | -4% | -2% | ? | -1%
uPA generation | 1% | / | 1% | -1% | 3% | -8%
RORg inh | 2% | -26% | ? | 4% | 12% | 1.3µM*

19: Cc1cc(C(=O)CN2C(=O)C(=O)N(Cc3ccco3)C2=O)c(C)n1CCc1ccc(F)cc1
20: Clc1ccc(CSc2ncccn2)cc1
21: O=S(=O)(/C=C/c1ccccc1)N1CCOCC1
22: COC(=O)Cc1c(O)ccn(Cc2ccc(F)cc2)c1=O
23: Cc1ccc(SSc2cc(C)ccc2N)c(N)c1
24: COc1ccc2cc(CCNC(=O)C(C)(C)C)c(=O)[nH]c2c1

entry no. | 19 | 20 | 21 | 22 | 23 | 24
FLuc modulator | -8% | ? | 0% | -1% | 4.8µM* | 2%
BRCA1 expr up | -35% | 48% | -21% | -15% | 16% | 45%
VP16 counter | / | 22% | / | -15% | / | -8%
p53 reactivator | ? | 21% | / | 2% | ? | 27%
Rab9 promoter act | -4% | 4% | 3% | 1% | 0.79µM* | -1%
ELG1 genotoxic | 1% | ? | 0% | -2% | 15% | 0%
MBNL1-CUG inh | / | -1% | 3% | -7% | / | -4%
NPC1 prom act | -4% | 13% | -6% | 4% | 1.1µM* | -1%
uPA generation | ? | -1% | 8% | 5% | ? | 8%
RORg inh | / | 14% | / | 45% | / | 17%

25: O=C(NC1CCS(=O)(=O)C1)c1ccc(-c2ccc(Br)cc2)o1 (stereo not given)
26: COCCCNC(=O)c1ccc(CNS(=O)(=O)c2ccc(NC(C)=O)cc2)cc1
27: COC(=O)[C@H](Cc1ccccc1)NC(=O)N1CCN(c2ccccc2)CC1
28: CC(OC(=O)CCC(=O)N1CCN(S(=O)(=O)c2ccc3ccccc3c2)CC1)C(=O)NC(N)=O (stereo not given)
29: CCN(C(=O)COC(=O)c1ccc(Cl)nc1)C1CCS(=O)(=O)C1 (stereo not given)
30: Cc1ccc(C(=O)CCC(=O)N2CCC(C(N)=O)CC2)s1

entry no. | 25 | 26 | 27 | 28 | 29 | 30
FLuc modulator | ? | 17µM* | 3% | 1% | 3% | /
BRCA1 expr up | -22% | -2% | -1% | 11% | 1% | 2%
VP16 counter | 8% | -2% | -5% | -1% | -9% | /
p53 reactivator | -5% | -7% | 2% | -3% | -3% | 5%
Rab9 promoter act | 5% | -7% | -3% | 2% | -1% | 1%
ELG1 genotoxic | 5% | 3% | -3% | 2% | -10% | 2%
MBNL1-CUG inh | ? | -1% | -3% | 7% | -3% | /
NPC1 prom act | 5% | -5% | 0% | -2% | -3% | -2%
uPA generation | -10% | -2% | -4% | 2% | ? | 12%
RORg inh | 27% | 2% | 17% | 7% | 7% | /

31: CCOC(=O)Cn1cc(Cl)cc(C(=O)Nc2ccccc2)c1=O
32: Cc1ccccc1-n1ncc2c1CC(C)(C)CC2NC(=O)c1snnc1C (stereo not given)
33: CC(C)OC(=O)CC(NC(=O)OC(C)(C)C)c1ccccc1 (stereo not given)
34: Cn1c(=O)c2c(nc(Oc3cccc(O)c3)n2C)n(C)c1=O
35: COc1ccc(C(CNC(=O)c2oc3cc(Br)ccc3c2C)N2CCCCC2)cc1 (stereo not given)
36: O=C(OCCN1CCOCC1)c1cccc(F)c1

entry no. | 31 | 32 | 33 | 34 | 35 | 36
FLuc modulator | 17µM* | 4% | 0% | 1% | 1%&1% | 1%
BRCA1 expr up | 11% | -1% | 10% | 7% | 16% | 1%
VP16 counter | -8% | -6% | -11%&-12% | -1% | -1% | 1%
p53 reactivator | 1% | -19% | 2% | / | 1% | /
Rab9 promoter act | -2%[1.84 µM] | -4% | -3% | 0% | -9% | -3%
ELG1 genotoxic | 5% | 1% | 0% | -3% | -10% | -4%
MBNL1-CUG inh | ? | -1% | -14% | 0% | 0% | -9%
NPC1 prom act | -4% | 1% | -6% | 0% | -4% | 2%
uPA generation | 2% | 7% | 3% | 3% | 6% | 4%
RORg inh | 0% | 14% | 18%&43% | 7% | 2% | -1%

37: CCCCNC(=O)CCn1nc(-c2ccc(Cl)cc2)c2ccccc2c1=O
38: COc1ccc(C(=O)OC/C(O)=C(\C#N)c2nc3ccccc3[nH]2)cc1S(=O)(=O)N1CCOCC1
39: S=c1[nH]nc(-c2cccs2)n1/N=C/c1cn(-c2ccccc2)nc1-c1ccccc1
40: CC1(C)CC(=O)C=C(Nc2cc(-c3ccccc3)[nH]n2)C1
41: CCc1ccccc1NC(=O)c1cc(C)no1

entry no. | 37 | 38 | 39 | 40 | 41
FLuc modulator | 0%&2% | -8% | 3.4µM* | ? | -2%
BRCA1 expr up | -26% | -19% | 35% | 28% | 9%
VP16 counter | -6% | -10% | -5% | 11% | 4%
p53 reactivator | -2% | -8% | 6% | ? | 2%
Rab9 promoter act | -5% | -4% | 5% | ? | -2%[1.84 µM]
ELG1 genotoxic | -7% | 1% | 1% | 7% | -3%
MBNL1-CUG inh | / | 5% | -2% | -13% | -11%
NPC1 prom act | 2% | 0% | 12% | ? | -12%
uPA generation | 4% | 10% | -5% | / | 3%
RORg inh | 26% | 13µM* | -43% | 13% | -1%

Bioassay records as filed in PubChem BioAssay.
